Screening results from PubChem BioAssay.
RNase H inhibition – RNase H inhibition, HIV 1 Gag Pol polyprotein, FRET biochemical assay, screening (AID 372). 100,000 tested, 0.77% active. inhibition, % at 10 µM; hits with a dose series show IC50 in µM. HIV-1 RT RNase H, FRET RNA/DNA substrate fluorescence; higher % means a stronger effect; in the data active = inhibition above about 50%
* = called active by the depositor. Only part of the results is shown (hit frequency here may not be typical).

Sample of the layout, five compounds:
SMILES	RNase H inhibition
CCC(C)(C)c1ccc(OCCCC(=O)Nc2ccc(Cl)c(N3C(=O)c4ccc(C(=O)O)cc4C3=O)c2)c(C(C)(C)CC)c1	22%
Cc1ccc(C)c(NC(=O)Cc2ccccc2)c1	13%
CCCCC(=O)Nc1ccc(C(=O)OCCC)cc1	0%
O=C1c2ccccc2-c2c1c(-c1cccnc1)nc1ccc3ccccc3c21	14%
O=C(O)CCCN1C(=O)C(=O)/C(=C(\O)c2ccccc2)C1c1ccccc1 (configuration not stated)	9%

All compounds of this part, from the start:
SMILES	RNase H inhibition
CCC(C)(C)c1ccc(OCCCC(=O)Nc2ccc(Cl)c(N3C(=O)c4ccc(C(=O)O)cc4C3=O)c2)c(C(C)(C)CC)c1	22%
Cc1ccc(C)c(NC(=O)Cc2ccccc2)c1	13%
CCCCC(=O)Nc1ccc(C(=O)OCCC)cc1	0%
O=C1c2ccccc2-c2c1c(-c1cccnc1)nc1ccc3ccccc3c21	14%
O=C(O)CCCN1C(=O)C(=O)/C(=C(\O)c2ccccc2)C1c1ccccc1 (configuration not stated)	9%
O=C(/C=C/c1ccc(OCc2ccccc2)cc1)c1ccc(F)cc1	15%
CCC(=O)Nc1cccc(NC(=O)c2ccc([N+](=O)[O-])cc2)c1	0%
CCCCOC(=O)c1ccc(NC(=O)c2ccc(OC)c(OC)c2)cc1	17%
COc1ccc(C(=O)CSc2nnc(-c3ccc(OC)c(OC)c3)n2-c2ccccc2)cc1	18%
CN(/C(=N\S(=O)(=O)c1ccc(Cl)cc1)c1ccccc1)c1ccc(O)cc1	6%
COc1ccc(C2CC(C(F)(F)F)n3ncc(C(N)=O)c3N2)cc1 (configuration not stated)	5%
CCOC(=O)Oc1ccc2c(=O)c(Oc3ccccc3Br)coc2c1	8%
O=C(c1cccc(C(=O)N2CCCc3ccccc32)c1)N1CCCc2ccccc21	12%
COc1ccc(-c2csc(Nc3ccccc3)n2)cc1	9%
CCOc1cc(C=C2C(=O)NC(=O)NC2=O)cc(Br)c1OCc1ccc([N+](=O)[O-])cc1	47%
COC(=O)c1ccccc1NC(=O)CSc1nc2ccc(N3C(=O)c4ccccc4C3=O)cc2s1	21%
C(=Nc1ccccc1)c1ccccc1OCc1ccccc1	6%
Cc1ccc(C(=O)O)cc1NC(=O)C1CCCCC1C(=O)O (configuration not stated)	2%
CCCCCOC(=O)C1=C(C)NC2=C(C(=O)CCC2)C1c1ccc(OC)c(Br)c1 (configuration not stated)	8%
O=C(NNC(=O)c1cccc(C(=O)NNC(=O)c2ccc(Br)cc2)c1)c1ccc(Br)cc1	53%*
CCC(=O)Nc1ccc(Cl)c(-c2nc3ccccc3o2)c1	0%
CC(=O)N(C)c1ccc(NC(=O)c2ccc(Br)o2)cc1	14%
CC(=O)Nc1cccc(NC(=O)c2cc(-c3ccccc3)nc3ccccc23)c1	5%
CCCOc1ccc(C(C)=O)cc1Cc1c(O)nc(SCc2ccccc2)[nH]c1=O	14%
C=CCc1ccccc1OCCOc1ccc(OC)cc1	22%
CC(=O)Oc1c(/C=C(\C#N)C(N)=O)[nH]c2ccccc12	8%
Cc1ccc(C)c(OCC(O)CN2CCN(c3ccccc3)CC2)c1 (configuration not stated)	17%
COc1ccc(Br)cc1/C=N/NS(=O)(=O)c1ccc(C)cc1	10%
C/C(=N\N=C1/NC(=O)CS1)c1ccccc1	1%
O=C(N/N=C/c1ccccc1Cl)c1cc(I)ccc1O	9%
COc1ccc(Cl)cc1NC(=O)c1c(C)c(-c2ccccc2)nc2ccccc12	12%
O=C1C=C(Nc2ccc(Br)c(Cl)c2)CC(c2ccccc2)C1 (configuration not stated)	10%
NC1=NC(=O)C(Cc2cccc(C(F)(F)F)c2)S1 (configuration not stated)	5%
COc1ccccc1N1CCN(C(=O)c2cc(-c3ccccc3Cl)nc3ccccc23)CC1	16%
Cc1ccc(NC2=C(Cl)C(=O)N(c3ccccc3Cl)C2=O)c(C)c1	2%
COC(=O)c1sccc1NC(=O)c1cccc(OC)c1	8%
COc1cccc(/C=N\NC(=O)CNc2ccccc2C)c1	5%
Nc1ccc(-c2nc3cc(Cl)ccc3o2)c(Cl)c1	20%
NS(=O)(=O)c1ccc(CCNC(=O)c2ccc(F)cc2)cc1	17%
O=C(N/N=C/c1ccc(O)c(I)c1)c1cccc([N+](=O)[O-])c1	9%
N#C/C(=C\c1ccccc1)C(=O)Nc1ccccc1Br	9%
O=C(Nc1ccccc1)/C(=C\c1ccco1)NC(=O)c1ccco1	9%
Cc1cccc(NC(c2cccc(O)c2)c2ccc3ccc(C)nc3c2O)n1 (configuration not stated)	11%
CN=C(NCCO)/C(C#N)=C/c1c(O)n(-c2c(Cl)cccc2Cl)c2ccccc12	40%
Cc1ccc(C(=O)NNC(=S)NC(C)(C)C)cc1	6%
O=C1/C(=C/C=C/c2ccccc2)SC(=S)N1c1ccc(F)cc1	6%
COc1ccc(C(=O)c2coc3ccc(O)cc23)cc1	3%
O=C(/C=C/c1cccc([N+](=O)[O-])c1)Nc1ccc(N2CCCCC2)cc1	25%
Cc1ccc(C)c(NC(=S)NC(=O)c2ccccc2I)c1	16%
COc1ccc(CC(=O)c2ccc(C(=O)Cc3ccc(OC)c(OC)c3)cc2)cc1OC	0%
COc1ccc(NC(=O)c2ccccc2C(=O)O)cc1	0%
O=[N+]([O-])c1ccc(C=Nc2ccc(Cl)cc2Cl)s1	4%
O=C(NC(=S)Nc1ccc(-c2nc3ccccc3[nH]2)cc1)c1ccco1	4%
CCN(CC)S(=O)(=O)c1ccc(Cl)c(-c2nnc(-c3ccc(C)cc3)o2)c1	10%
COc1cccc(N(CC(=O)Nc2cc(Cl)cc(Cl)c2)S(=O)(=O)c2ccccc2)c1	16%
O=C(Cc1ccccc1)Nc1ccc2c(c1)OCCO2	0%
O=C(/C=C/c1c(Cl)cccc1Cl)N1CCN(Cc2ccccc2)CC1	13%
COc1ccccc1C1/C(=C(\O)c2ccc(Cl)cc2)C(=O)C(=O)N1CCCCCC(=O)O (configuration not stated)	0%
COC(=O)c1ccc(NC(=O)/C(=C\c2cccc([N+](=O)[O-])c2)NC(=O)c2ccccc2)cc1	17%
COc1ccccc1CNS(=O)(=O)c1ccc(Cl)cc1	0%

Following part:
SMILES	RNase H inhibition
CCOc1cccc(NC(=O)/C(C#N)=C\c2ccc(-c3ccc([N+](=O)[O-])cc3Cl)o2)c1	9%
COc1ccc(-c2nc3cc(NC(=S)NC(=O)c4cccc(C)c4)ccc3o2)cc1Br	37%
CCCCC1(C)OC(=O)C(=Cc2ccc(OCC)c(OC)c2)C(=O)O1 (configuration not stated)	0%
Cc1ccc(C)c(N=Cc2cc(Br)ccc2O)c1	7%
CCOc1ccc(NC(=O)/C=C/c2ccc(Cl)cc2Cl)cc1	19%
CCc1c(C)sc(NC(=O)CCc2ccc(OC)cc2)c1C#N	26%
Cc1ccc(/C=C2\SC(=S)N(CCC(=O)Nc3cccc(Br)c3)C2=O)cc1	22%
Cc1cc(Cl)ccc1N(CC(=O)Nc1cccc2ccccc12)S(=O)(=O)c1ccccc1	13%
NC1=NC(=O)/C(=C\c2ccccc2)S1	0%
COC(=O)c1cnn2c(C(F)(F)F)cc(-c3ccccc3)nc12	2%
COc1ccc(C(=O)Nc2cc(Cl)ccc2Cl)cc1NC(C)=O	10%
COCCOC(=O)c1c(C)oc2ccc(OCC(=O)C(C)(C)C)cc12	0%
COC(=O)c1ccc(-c2ccc(/C=C3/SC(=S)N(c4ccccc4)C3=O)o2)cc1	4%
COc1ccc2c(C=Nc3c(C)n(C)n(-c4ccccc4)c3=O)c(O)n(-c3ccc(C)cc3C)c(=O)c2c1	32%
Cc1ccc(N2C(=O)NC(=O)/C(=C\c3sccc3C)C2=O)cc1	7%

Some of the entries above, reformatted.
SMILES,RNase H inhibition
COc1ccccc1CNS(=O)(=O)c1ccc(Cl)cc1,0%
CCN(CC)S(=O)(=O)c1ccc(Cl)c(-c2nnc(-c3ccc(C)cc3)o2)c1,10%

Next entries
SMILES	RNase H inhibition
Cc1ccc(C2CC(C(F)(F)F)n3ncc(C(=O)Nc4cccc(Cl)c4)c3N2)cc1 (configuration not stated)	29%
O=C(Nc1ccc(Oc2ccccc2)cc1)c1ccc(Cl)cc1[N+](=O)[O-]	13%
N#Cc1c(C(F)(F)F)cc(-c2cccs2)nc1SCc1ccc(Cl)cc1	0%
CC(Oc1ccccc1)C(=O)N1CCN(c2ccc(F)cc2)CC1 (configuration not stated)	8%
Cc1c(NC(=S)NC(=O)CC23CC4CC(CC(C4)C2)C3)c(=O)n(-c2ccccc2)n1C	4%
COc1cc(/C=N/N2C(=O)CSC2=S)ccc1OCCOc1ccc(C(C)(C)C)cc1	14%
COC(=O)C1=C(C)NC2=C(C(=O)c3ccccc32)C1c1ccc(I)o1 (configuration not stated)	3%
O=C(CSc1nc2sc3c(c2c(=O)[nH]1)CCCC3)NCc1ccccc1	9%
O=C(/C=C/c1ccco1)Nc1cc(Cl)ccc1C(=O)O	14%
COc1ccc(CSc2nc3ccccc3o2)cc1	13%
COc1ccc(C(=O)Nc2ccc(C)cc2[N+](=O)[O-])c(OC)c1	6%
Cc1ccc(C)c(NC(=O)C(Cc2ccccc2)N2C(=O)c3cc(Cl)c(Cl)cc3C2=O)c1 (configuration not stated)	14%
COc1cccc(OCCOc2cccc(/C=C3/SC(=S)N(Cc4ccccc4)C3=O)c2)c1	10%
CC1(C)Cc2ccccc2/C(=C(/C#N)c2ccccc2)N1	20%
Cc1cc(C)nc(NS(=O)(=O)c2ccc(NC(=S)NC(=O)/C=C/c3ccc([N+](=O)[O-])cc3)cc2)n1	12%
O=C(c1cc([N+](=O)[O-])ccc1Cl)N1CCN(c2ccc(Cl)cc2)CC1	1%
Cc1ccc(-c2cc(C(=O)N/N=C/c3ccc([N+](=O)[O-])cc3)[nH]n2)cc1	24%
N#CC(C#N)=C1C(=O)N(Cc2ccc3c(c2)OCO3)c2ccccc21	9%
CC1CC(N(C(=O)C(F)(F)F)c2ccccc2)c2ccccc2N1C(=O)C(F)(F)F (configuration not stated)	35%
CC(C)CCOc1ccc2c(c1)C(=O)c1cc(O)ccc1-2	18%
COc1ccc(NC(=O)CN(c2ccc(C(C)C)cc2)S(=O)(=O)c2ccccc2)c(OC)c1	15%
CCc1ccc(NC(=O)C(=O)NCCN2CCOCC2)cc1	15%
NC(=O)c1cccc(N=Cc2cc([N+](=O)[O-])ccc2Cl)c1	12%
COc1ccc(N(CC(=O)Nc2ccc(Br)c(C)c2)S(C)(=O)=O)cc1Cl	35%
CCOC(=O)c1ccc(NC(=O)c2ccc(OCC)c(Cl)c2)cc1	11%
NNc1cc(-c2ccccc2O)nc(-c2ccccc2)n1	12%
COc1ccc(NC(=O)CN(c2ccc(Cl)cc2)S(C)(=O)=O)cc1OC	12%
CCOC(=O)Cn1c(=O)sc2ccccc21	7%
COc1cc(/C=C/c2nc(O)c([N+](=O)[O-])c(=O)[nH]2)ccc1OCc1ccccc1	2%
Cn1c(/N=C/c2c(O)ccc3ccccc23)nc2ccccc21	8%

Reformatted as labelled records: four of the compounds above.
> NC(=O)c1cccc(N=Cc2cc([N+](=O)[O-])ccc2Cl)c1
  RNase H inhibition: 12%
> COc1ccc(N(CC(=O)Nc2ccc(Br)c(C)c2)S(C)(=O)=O)cc1Cl
  RNase H inhibition: 35%
> CCOC(=O)c1ccc(NC(=O)c2ccc(OCC)c(Cl)c2)cc1
  RNase H inhibition: 11%
> NNc1cc(-c2ccccc2O)nc(-c2ccccc2)n1
  RNase H inhibition: 12%

(listing goes on)
SMILES	RNase H inhibition
O=C(NC(=S)Nc1cc(C(F)(F)F)ccc1Cl)c1ccc(Cl)cc1	8%
Cc1nnc(N/N=C/c2ccc(C(=O)O)cc2)[nH]c1=O	10%
COc1cc(/C=N/NC(=O)COc2cccc(C)c2)ccc1OC(=O)c1ccco1	17%
COc1cc(C)ccc1OCCOc1c(C)cc(Br)cc1C	16%
Cc1c(N2C(=O)c3cccc([N+](=O)[O-])c3C2=O)c(=O)n(-c2ccccc2)n1C	11%
CC(Oc1ccccc1)C(=O)Nc1cccc(Br)c1 (configuration not stated)	7%
CS(=O)(=O)N(Cc1ccc(C(=O)N2CCc3ccccc3C2)cc1)c1ccccc1	35%
O=C(Nc1ccc2c(c1)C(=O)c1ccccc1C2=O)c1ccc(Br)o1	22%
CCOC(=O)c1c(C)n(CC(O)c2ccc([N+](=O)[O-])cc2)c2c1cc(O)c1ccccc12 (configuration not stated)	10%
CCOc1ccccc1NC(=O)c1c(NC(=O)c2ccccc2F)sc2c1CCCC2	6%
Cc1cc(NC(=O)c2cc(I)ccc2Cl)ccc1NC(=O)c1ccccc1	17%
COc1ccc(OC)c(/C=C2/Sc3ccccc3C2=O)c1	1%
COc1ccc(N=Cc2ccc(C=Nc3ccc(OC)cc3)cc2)cc1	3%
O=c1n(Cc2c(F)cccc2Cl)c2ccccc2n1Cc1c(F)cccc1Cl	0%
COc1ccc(S(=O)(=O)Nc2ccccc2OC)cc1	0%
CCC(=O)Nc1ccc(NC(=O)COc2ccc(C)c(C)c2)cc1	5%
Cc1cccc(NC(=O)c2ccc(F)cc2[N+](=O)[O-])c1C	10%
COc1cc(/C=C2/SC(=S)N(c3ccccc3)C2=O)ccc1OC(=O)c1cccc(C)c1	1%
Cc1ccc2cc(/C=C(\C#N)c3nc(-c4cc5cc(Br)ccc5oc4=O)cs3)c(Cl)nc2c1	0%
FC(F)(F)c1cc(-c2cccs2)c2nncn2n1	3%
O=C1c2cccc3c(C#Cc4ccccc4)ccc(c23)C(=O)N1c1ccccc1	0%
CCOC(=O)c1c(NC(=S)NC(=O)c2ccccc2Br)sc2c1CCCC2	21%
COc1ccccc1CNC(=O)COc1ccc(Br)cc1Cl	9%
COc1cccc(N=Cc2cc(Br)ccc2O)c1	6%
CCOC(=O)COc1ccc(/C=C2\C(=O)NC(=O)N(c3ccc(OC)cc3)C2=O)cc1OC	1%
COc1cc(/C=c2/sc3nc4ccccc4n3c2=O)cc(Br)c1OCc1ccccc1	11%
CC(=O)Oc1cccc(C(=O)Nc2ccc3c(c2)C(=O)N(c2ccccc2)C3=O)c1	11%
CCc1nn2c(N)c(/C=C3/C=Nc4ccccc43)c(=O)nc2s1	6%
CCOC(=O)/C(C#N)=C1\C(=O)Nc2ccccc21	16%
C/C=C/c1ccc(OCCOCCOc2ccc(Cl)cc2)c(OC)c1	15%
